TcdB inh: TcdB glycohydrolase inhibitors, primary screen, biochemical, single point, plate reader | Toxin B (Clostridioides difficile), P18177 | 350,000 tested, 0.24% active | inhibition, % at 9.99 µM | AID 652162, 2013 | TcdB glycohydrolase enzymatic assay; in the data active means inhibition above about 10%
PrPC TRFRET: inhibitors of human cell surface prion protein PrPC, primary screen, cell-based, TR-FRET; TR-FRET read-out; 370,000 tested, 0.43% active; inhibition, % at 13.8 µM; Major prion protein (Homo sapiens), P04156; AID 720596, 2013; in the data active means inhibition above about 24%; further: 0% = median of the test wells and 100% = reference compound wells
CCHF vOTU inh: CCHFV vOTU protease inhibitors, primary screen, biochemical, Pep-AMC substrate, fluorescence; AID 651958, 2012; 370,000 tested, 0.55% active; inhibition, % at 11.5 µM; in the data active means inhibition above about 30%; further: 0% = vehicle wells with enzyme and 100% = no enzyme wells
Starred values were filed as active, the others as inactive; x = no result given.

SMILES	TcdB inh	PrPC TRFRET	CCHF vOTU inh
CC[C@H](C(=O)Nc1ccccc1N1CCCC1)c1ccccc1	x	9	6
O=C(O)c1ccc(-n2nc(-c3ccccc3O)nc2-c2ccccc2O)cc1	x	13	8
O=C1NC(=O)C2(CCOc3ccc(F)cc32)N1 (stereo not drawn)	-0.9	-4	-5

Single records, from the list above.
CC[C@H](C(=O)Nc1ccccc1N1CCCC1)c1ccccc1 reads TcdB inh: x; PrPC TRFRET: 9; CCHF vOTU inh: 6
O=C(O)c1ccc(-n2nc(-c3ccccc3O)nc2-c2ccccc2O)cc1 reads TcdB inh: x; PrPC TRFRET: 13; CCHF vOTU inh: 8

A few values from the list.
Under CCHF vOTU inh, O=C(O)c1ccc(-n2nc(-c3ccccc3O)nc2-c2ccccc2O)cc1 shows 8
Under CCHF vOTU inh, CC[C@H](C(=O)Nc1ccccc1N1CCCC1)c1ccccc1 shows 6

High-throughput results (PubChem)

Some of the compounds tested; rates above refer to the full screens.
